Source: PubChem BioAssay (National Center for Advancing Translational Sciences (NCATS))
GAA inh = qHTS Assay for Inhibitors of Human alpha-Glucosidase as a Potential Chaperone Treatment of Pompe Disease | Lysosomal alpha-glucosidase (Homo sapiens), P10253 | purified human GAA, 4-MU-alpha-glucoside fluorescence | Potency, µM (doses to about 76.9 µM), for the others: top-dose activity change, negative = inhibition, actives largely listed as inhibitors | 200,000 tested, 0.005% active | AID 1466, 2008;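 note: plate controls were uninhibited enzyme wells for no effect and no-enzyme background for full effect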
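Read-out is 4-methylumbelliferone fluorescence (Ex 365/Em 440 nm) after NaOH/glycine stop at pH 10. Enzyme 4 nM, substrate 400 uM, pH 5.0 citrate buffer, 20 min room temperature; AC50 from Hill-equation concentration-response.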
Epigenetic derep = Quantitative High-Throughput Screen for Regulators of Epigenetic Control | murine LDR cells, GFP reporter derepression, 30 h | Potency, µM (titrated, usually from 53.9 µM), for inactives: at the top dose GFP activation, hits mostly activators | 280,000 tested, 0.2% active | AID 1865, 2009; note: % of control where 0% means no effect; nearly all actives have a fitted effect of over 60% in size
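Reporter derepression read as number of fluorescent GFP-positive objects, 20-120 um in size, counted by laser-scanning cytometer. Mouse LDR line with an epigenetically silenced CMV-GFP locus; compound incubation 30 h, 37 C.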
aGlu spleen mod = qHTS Assay for Inhibitors and Activators of Human alpha-Glucosidase From Spleen Homogenate; Potency, µM (highest dose often 79.9 µM), inactives show top-dose activity change, negative = inhibition, hits mostly inhibitors; 240,000 tested, 0.006% active; human spleen homogenate, 4-MU-alpha-glucoside fluorescence; AID 2112, 2009;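 note: 0% = enzyme with vehicle and -100% = no enzyme basal signal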
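Human spleen homogenate (1 ug) with 4-methylumbelliferyl-alpha-D-glucopyranoside (1 mM final) in 50 mM citrate/phosphate pH 5.0, 0.01% Tween-20; 40 min at 37 C. Stopped at pH 10; 4-MU fluorescence Ex 365/Em 440 nm; AC50 by Hill fit.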
Tau fluor cs = Counterscreen qHTS for Inhibitors of Tau Fibril Formation, Fluorescence Polarization; tau K18 P301L Alexa594 fluorescence, heparin fibrillization; Potency, µM (series often up to 57.7 µM), without a hit: at the top dose activity change, negative = decrease; 280,000 tested, 0.93% active; AID 1463, 2008; note: % is set by controls: 0 for no effect and ±100 for the full control effect; nearly all actives have a fitted effect of over 55% in size
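Human tau K18 P301L (15 uM unlabeled, 0.24 uM Alexa 594-labeled) in 100 mM sodium acetate pH 7 with 20 uM heparin, 6 hr at 37 C. ThT 30 uM added, 1 hr ambient; Alexa 594 FP and total fluorescence read at 555/632 nm.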
GAA glycogen mod = qHTS Assay for Inhibitors and Activators of Human alpha-Glucosidase Cleavage of Glycogen | 300,000 tested, 0.38% active | Potency, µM (doses to about 76.4 µM), for inactives: at the highest dose activity change, negative = inhibition, actives largely listed as inhibitors | recombinant GAA, glycogen substrate, Amplex Red glucose oxidase fluorescence;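 note: 0% = full enzyme reaction and -100% = no-enzyme basal signal; the screen sought inhibitors and activators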
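Recombinant enzyme (4 nM final) with compounds titrated up to 77 uM and bovine liver glycogen (30 ug) in citrate pH 5.0, 0.01% Tween-20, 37 C 40 min. Released glucose detected by Amplex Red/glucose oxidase (Ex 573/Em 610); AC50 from Hill fits.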
NPSR antag = qHTS Assay for Antagonists of the Neuropeptide S Receptor: cAMP Signal Transduction; Q6W5P4; CHO-NPSR cells, cAMP TR-FRET, antagonist mode; Potency, µM (series often up to 38.3 µM), for inactives: at the top dose activity change, negative = inhibition, usual class: inhibitors; 220,000 tested, 1% active; note: % is set by controls: 0 for no effect and ±100 for the full control effect; nearly all actives have a fitted effect of over 50% in size; many of its hits are not listed in these tables
Target sequence (Q6W5P4 whole entry, looked up): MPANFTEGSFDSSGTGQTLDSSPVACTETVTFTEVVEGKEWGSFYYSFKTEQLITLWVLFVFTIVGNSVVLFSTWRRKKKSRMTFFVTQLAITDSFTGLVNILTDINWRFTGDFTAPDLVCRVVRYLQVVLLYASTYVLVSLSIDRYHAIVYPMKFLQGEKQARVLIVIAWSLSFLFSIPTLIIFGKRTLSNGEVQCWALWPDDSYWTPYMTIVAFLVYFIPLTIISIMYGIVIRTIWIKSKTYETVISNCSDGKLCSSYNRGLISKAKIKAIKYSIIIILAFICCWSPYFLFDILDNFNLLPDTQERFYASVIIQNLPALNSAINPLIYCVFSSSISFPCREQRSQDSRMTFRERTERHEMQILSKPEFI
ALDH1A1 block = qHTS Assay for Inhibitors of Aldehyde Dehydrogenase 1 (ALDH1A1); Aldehyde dehydrogenase 1A1 (Homo sapiens), P00352; Purified ALDH1A1, NADH fluorescence, propionaldehyde substrate; Potency, µM (highest dose often 75.3 µM), inactives show at the highest dose activity, negative = inhibition, usual class: inhibitors; 220,000 tested, 7.3% active; active = well fitted inhibition curve with a large enough effect, not every such curve was filed as active; inconclusive = small, poorly fitted or top-dose-only effect, or another doubt; inactive = no such curve, though single readings can be large or run the other way;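 note: plate controls were no enzyme wells and a reference inhibitor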
aGal spleen mod = qHTS Assay for Inhibitors and Activators of Human alpha-Galactosidase From Spleen Homogenate; Alpha-galactosidase A (Homo sapiens), P06280; human spleen homogenate, 4MU-alpha-Gal fluorescence, 40 min; Potency, µM (top dose mostly 80 µM), without a hit: at the top dose activity change, negative = inhibition, actives largely listed as inhibitors; 240,000 tested, 0.008% active; AID 2107, 2009;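 note: 0% = enzyme with vehicle and -100% = no enzyme basal signal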
Target sequence (P06280 32-429 limits assumed): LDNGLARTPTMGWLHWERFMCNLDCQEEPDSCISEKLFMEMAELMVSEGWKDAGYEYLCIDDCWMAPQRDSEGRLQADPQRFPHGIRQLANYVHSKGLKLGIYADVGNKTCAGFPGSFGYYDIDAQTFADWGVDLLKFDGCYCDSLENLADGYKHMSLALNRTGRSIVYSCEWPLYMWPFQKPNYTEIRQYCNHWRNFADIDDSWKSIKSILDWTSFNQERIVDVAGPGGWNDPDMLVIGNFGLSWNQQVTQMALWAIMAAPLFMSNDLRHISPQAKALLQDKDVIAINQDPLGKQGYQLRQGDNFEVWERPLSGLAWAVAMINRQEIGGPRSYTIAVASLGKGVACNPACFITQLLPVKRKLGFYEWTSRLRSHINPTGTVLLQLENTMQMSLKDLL
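Fluorogenic readout (Ex 365/Em 440 nm) of 4-methylumbelliferone released from 1 mM 4-MU-alpha-galactoside by spleen homogenate, 40 min at 37C, pH 5.0. Data normalized to no-enzyme and enzyme controls; Hill-equation AC50 from compound titrations.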
Starred values were filed as active, the others as inactive; ? = inconclusive; . = no result given; [ ] = dose if it differs, or a comment. Unless noted, calls come from the whole dose curve; as a rule, active = well fitted curve in the direction sought with a large enough effect; inconclusive = small, poorly fitted or top-dose-only effect, or another doubt; inactive = no such curve, though single readings can be large; an effect the other way counts as inactive or inconclusive. Potency is the fitted concentration of half-maximal effect. An excerpt; the hit share may differ from the screen's.

SMILES | GAA inh | Epigenetic derep | aGlu spleen mod | Tau fluor cs | GAA glycogen mod | NPSR antag | ALDH1A1 block | aGal spleen mod
CCC(C)(C)n1nnnc1CN1CCSCC1 | -2% | 2.9% | -10% | -5% | 3% | -7%[46.1 µM] | ? | -12%
Cc1cc(NC(=O)CSc2nnc(-c3cccnc3)n2C)no1 | -9% | 0.0% | -3% | -8% | -3% | 2%[46.1 µM] | 0% | 20%
O=C(NC(=S)Nc1cc([N+](=O)[O-])ccc1O)c1cccnc1 | -5% | -3.2% | -2% | 0% | -19% | -16% | 10µM* | -2%
Cc1cccc(OCC(=O)Nc2ccccc2-c2ccccc2)c1 | -4% | 0.2% | -6% | -8% | 3% | -45% | ? | -2%
C=CCn1c(SCC(=O)Nc2cc(C)nn2-c2ccccc2)nnc1C1CCCCC1 | 3% | 1.0% | 0% | 2% | 1% | -7%[46.1 µM] | ? | 1%
Cc1cc(NC(=O)c2cccc([N+](=O)[O-])c2)no1 | . | -1.8% | 3% | 2% | 4% | 11% | . | 2%
Cc1ccc(NC(=O)CSc2ccccc2NC(=O)c2cccc(Cl)c2)cc1Cl | -10% | -0.1% | -5% | -2% | 15% | 17% | 9% | -8%
CC(=O)c1ccc(OCC(O)CNCc2ccc3c(c2)OCO3)cc1 (configuration not stated) | . | -4.3% | 2% | -3% | 7% | 7% | . | 6%
Cc1sc2nc(-c3cccnc3)nc(Cl)c2c1-c1ccccc1 | 5% | 1.1% | -4% | 2% | 2% | -12% | ? | 0%
CCOc1cc(NC(=O)CC(C)C)c(OCC)cc1NC(=O)CCn1nnc2ccccc21 | -5% | -1.1% | -4% | -6% | 7% | -10%[46.1 µM] | 7% | 6%
COc1ccc(/C(CC2OC(=O)c3ccccc32)=N\NC(N)=O)cc1 (configuration not stated) | -1% | 2.4% | 0% | 10% | 2% | -4% | -10% | 5%
COC(=O)c1cc(OC)c(OC)cc1NC(=O)c1ccccc1C | 2% | -1.8% | 2% | 0% | 2% | -1% | 6% | 5%
CC(=O)Nc1ccc(NS(=O)(=O)c2cc(-c3n[nH]c(=O)c4ccccc34)ccc2C)cc1 | . | 2.0% | -4% | -27% | 2% | -15% | . | -2%
CCCCn1c(=O)nc2n(-c3ccccc3C)c3ccccc3cc-2c1=O | ? | -1.8% | 24% | -2% | -5% | -27% | ? | ?
CC(=O)C1=C(O)CCC1=NCCc1ccccc1 | -4% | -3.1% | 1% | -4% | 3% | -3%[46.1 µM] | ? | 3%
CC1(C)OC2OC(COC(=O)c3ccccc3)C3OC(C)(C)OC3C2O1 (configuration not stated) | 2% | 0.0% | -15% | 9% | -1% | 12% | ? | 8%
NNC(=O)c1cccc(COc2cccc(Br)c2)c1 | 6% | 8.4% | -9% | -3% | -6% | 5%[46.1 µM] | 3.2µM* | 6%
CC1CCc2nn(CC(=O)NCCC3=CCCCC3)cc2C1 (configuration not stated) | 2% | -0.8% | 1% | -3% | 5% | -16%[46.1 µM] | ? | 5%
COCCN1CCN(Cc2cn(C)nc2-c2ccc(Oc3ccccc3)cc2)CC1 | . | 1.1% | -4% | -1% | 0% | 1% | . | 1%
Cc1nn(-c2ccccc2)c(OC(=O)c2cccs2)c1S(=O)(=O)c1ccccc1 | -7% | 0.0% | -1% | 2% | 3% | -12%[46.1 µM] | 9% | 3%
CC(C)CC(=O)N=C1SC2CS(=O)(=O)CC2N1Cc1ccccc1 (configuration not stated) | 1% | 0.0% | -10% | -2% | 1% | 15% | 10% | -13%
Cc1ccc(CN(C)C(=O)c2ccccc2Oc2ccccc2)o1 | -9% | ? | -14% | 0% | 0% | -11%[46.1 µM] | 10µM* | -7%
COC(=O)c1ccc(N2CCC(c3cc(-c4ccc(OC)cc4)n[nH]3)CC2)c([N+](=O)[O-])c1 | -11% | -0.3% | -4% | ? | -12% | -10%[46.1 µM] | 2% | -4%
CCc1cc(C(=O)O)c(NC(=O)/C=C/c2ccc(OC)c(OC)c2)s1 | ? | -3.6% | -5% | -15% | 6% | -39% | 3% | -2%
CCOc1ccc2nc(NS(=O)(=O)c3ccc(NC(C)=O)cc3)sc2c1 | -10% | 1.0% | -12% | -18% | -11% | -13%[46.1 µM] | 7% | -1%

Shown as a hit in ALDH1A1 block, of those listed so far:
| SMILES | GAA inh | Epigenetic derep | aGlu spleen mod | GAA glycogen mod | NPSR antag | ALDH1A1 block |
| --- | --- | --- | --- | --- | --- | --- |
| O=C(NC(=S)Nc1cc([N+](=O)[O-])ccc1O)c1cccnc1 | -5% | -3.2% | -2% | -19% | -16% | 10µM* |
| NNC(=O)c1cccc(COc2cccc(Br)c2)c1 | 6% | 8.4% | -9% | -6% | 5%[46.1 µM] | 3.2µM* |
| Cc1ccc(CN(C)C(=O)c2ccccc2Oc2ccccc2)o1 | -9% | ? | -14% | 0% | -11%[46.1 µM] | 10µM* |

The list continues:
SMILES | GAA inh | Epigenetic derep | aGlu spleen mod | Tau fluor cs | GAA glycogen mod | NPSR antag | ALDH1A1 block | aGal spleen mod
Cn1c(=O)cc(OCCCC(=O)NCc2ccco2)c2ccccc21 | -5% | 0.0% | 6% | 8% | 8% | 10%[46.1 µM] | 20µM* | -3%
Cc1noc(C)c1C(=O)Nc1ccc(Cl)cc1C(F)(F)F | -1% | 0.4% | 3% | 3% | 6% | 14%[46.1 µM] | 10% | 10%
Cc1cc(C(=O)COC(=O)c2n[nH]c3ccccc23)c(C)n1C | 1% | -5.7% | -1% | -13% | -2% | -19%[46.1 µM] | 13% | 4%
CC(C)CCn1c(SCc2ccc(Cl)cc2)nc2c1c(=O)[nH]c(=O)n2C | 8% | -0.4% | 2% | -8% | 0% | -29%[46.1 µM] | 11µM* | -4%
Nc1nc(NCCCN2CCOCC2)nc(Nc2ccc(Cl)cc2)c1[N+](=O)[O-] | . | -3.1% | -6% | ? | 0% | -30% | . | 2%
CCOC(=O)N1CCC(c2cc(=O)n3[nH]ccc3n2)CC1 | 0% | -0.2% | -2% | -3% | -1% | ? | ? | -7%
Cc1ccc(CN2CCN(/N=C/c3cc(Br)ccc3O)CC2)cc1 | -6% | -0.7% | 6% | -22% | -8% | -6%[46.1 µM] | -5% | -1%
NC(=O)[C@@H]1CCCN1 | . | 1.4% | 1% | 0% | . | . | 8% | 8%
Cc1noc(NS(=O)(=O)c2ccc(NC(=O)CCCOc3ccc(Cl)cc3Cl)cc2)c1C | 2% | -1.0% | 2% | -18% | -10% | -15%[46.1 µM] | 3% | 2%
C=CCNC(=O)C1CCCN(S(C)(=O)=O)C1 (configuration not stated) | -28% | -1.1% | -12% | 6% | 2% | -8%[46.1 µM] | 9% | -2%
O=C(Nc1cccc(-c2nc3ccccc3o2)c1)c1ccc(N2C(=O)C3C4C=CC(C4)C3C2=O)cc1 (configuration not stated) | 3% | 2.9% | -20% | ? | 2% | -26%[46.1 µM] | -8% | -2%
Cc1ccc(S(=O)(=O)N2CCC(=O)N(C(COCc3ccccc3)Cc3ccccc3)CC2)cc1 (configuration not stated) | -4%[15.4 µM] | 2.8% | -1% | -16% | -13% | -39% | ? | -4%
CCOC(=O)CNC(c1ccccc1)c1cc(Br)ccc1NC(=O)OCC (configuration not stated) | 0% | -1.7% | -7% | -15% | -12% | ? | 5% | -7%
CCc1ccc(N(C(=O)c2csnn2)C(C(=O)NC(C)(C)CC)c2ccccn2)cc1 (configuration not stated) | 4% | 0.2% | -4% | 3% | 2% | -26% | ? | -9%
Cc1ccccc1Nc1nnc(SCc2cc([N+](=O)[O-])cc3c2OCOC3)s1 | -7% | -0.8% | -7% | ? | -11% | -29%[46.1 µM] | ? | 1%
CCSc1nc(N2CCOCC2)c2c(c1C#N)CC(C)(C)N(C)C2 | ? | 0.8% | -6% | -14% | 16% | 5%[46.1 µM] | -10% | -4%
COc1ccccc1C(=O)N1CC2(C)CC1CC(C)(C)C2 (configuration not stated) | 9% | -1.0% | 0% | 1% | 2% | 1%[46.1 µM] | -6% | 3%
Cn1c(Cn2c(=O)sc3ccccc32)nnc1SCc1ccccn1 | -2% | -0.3% | -5% | -12% | -6% | -6%[46.1 µM] | 2µM* | -1%
Cc1cc(=O)oc2cc(OCC3CC(c4ccc(Cl)cc4)=NO3)ccc12 (configuration not stated) | ? | 1.4% | 3% | -28% | -12% | 0%[46.1 µM] | ? | 14%
CCCCC[C@H](O)/C=C/[C@H]1OC(O)C[C@H](O)[C@@H]1C/C=C\CCCC(=O)O (some centres not stated) | . | -0.3% | -5% | -7% | . | . | -1% | -4%
CC(C)C(=O)NC(NC(=S)Nc1ccc(S(N)(=O)=O)cc1)C(Cl)(Cl)Cl (configuration not stated) | -6% | -0.8% | -2% | 1% | -6% | 11% | ? | -5%
CCn1cc(C(=O)OCC(=O)N2C(C)CCCC2C)c(=O)c2ccc(C)nc21 (configuration not stated) | 3% | 9.5% | 0% | 5% | 4% | 18% | ? | -4%
CCOC(=O)CSc1ccc(S(=O)(=O)N(C)C2CCCCC2)cc1[N+](=O)[O-] | 2% | 0.0% | -2% | ? | -4% | -22%[46.1 µM] | ? | -1%
CCc1ccc(OCCOCC(O)CNC2CCCC2)cc1 (configuration not stated) | 0% | 0.2% | 0% | -3% | -1% | -9% | 3% | 0%
Nc1nncn1C(=O)CCCN1C(=O)c2ccccc2C1=O | 2% | 0.0% | -6% | -2% | 4% | -1%[46.1 µM] | ? | -1%

Some of these compounds in order of formula weight, falling:
SMILES | GAA inh | Epigenetic derep | aGlu spleen mod | Tau fluor cs | GAA glycogen mod | NPSR antag | ALDH1A1 block | aGal spleen mod
Cc1ccc(NC(=O)CSc2ccccc2NC(=O)c2cccc(Cl)c2)cc1Cl | -10% | -0.1% | -5% | -2% | 15% | 17% | 9% | -8%
C=CCNC(=O)C1CCCN(S(C)(=O)=O)C1 (configuration not stated) | -28% | -1.1% | -12% | 6% | 2% | -8%[46.1 µM] | 9% | -2%
NC(=O)[C@@H]1CCCN1 | . | 1.4% | 1% | 0% | . | . | 8% | 8%
